# Screening data deposited in PubChem BioAssay by National Center for Advancing Translational Sciences (NCATS).
# PTAP TSG101 blk: blocks PTAP/TSG101 interaction to inhibit HIV-1 budding; Q99816; Fluorescence polarization, FITC-PTAP peptide / Tsg101 binding; Potency, µM (top dose mostly 115 µM), inactives show at the top dose activity change, negative = inhibition, hits mostly inhibitors; 340,000 tested, under 10 active; active means well fitted inhibition curve with a large enough effect in the main read-out, with a control signal flat, not every such curve was filed as active; inconclusive means small, poorly fitted or top-dose-only effect, or effect the other way, or a change in a side signal; inactive means no such curve, though single readings can be large or run the other way; further: potency means the concentration at half of the fitted maximal effect; % of control where 0% means no effect
# Target sequence (Q99816 whole entry, looked up): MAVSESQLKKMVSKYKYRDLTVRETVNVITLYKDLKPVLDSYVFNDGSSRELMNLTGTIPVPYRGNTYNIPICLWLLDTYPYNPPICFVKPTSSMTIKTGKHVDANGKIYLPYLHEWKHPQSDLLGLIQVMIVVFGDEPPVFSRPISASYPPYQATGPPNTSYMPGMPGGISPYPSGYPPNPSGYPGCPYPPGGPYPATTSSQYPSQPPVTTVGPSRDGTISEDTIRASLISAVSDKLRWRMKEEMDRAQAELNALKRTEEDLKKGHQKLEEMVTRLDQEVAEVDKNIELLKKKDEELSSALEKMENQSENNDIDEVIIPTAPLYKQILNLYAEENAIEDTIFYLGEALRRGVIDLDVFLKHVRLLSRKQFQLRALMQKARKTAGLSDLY
#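 Tsg101 binding domain (10 uM final) was mixed with compound and a FITC-labeled PTAP peptide (50 nM final) in HEPES pH 7.5 buffer with NaCl, Tween 20, EDTA and TCEP; fluorescence polarization was read after 20 min at r.t.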
# Giardia kill: kills Giardia lamblia; AID 540267; Giardia lamblia trophozoite viability; actives 0.15% (n = 340,000); activity change, % at 7.66 µM, hits read low; in the data active means activity change below about -80%; inconclusive means between about -30% and that limit;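 further: parasites exposed to compound for two days anaerobically before the ATP read; on the % scale 0 is the no-effect control and ±100 the full control effect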
#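 Killing of trophozoites was scored by loss of ATP luminescence after a 48 hrs anaerobic exposure to compounds at 37 deg C, using 100 cells per well.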
# Coupling enz: counter-screen for Giardia aldolase inhibitors: coupling enzyme system; coupling enzyme system counterscreen, AmpLite Red fluorescence; activity change, negative = inhibition, % at 58.2 µM, hits read low; actives 0.67% (n = 290,000); AID 2472; in the data active means activity change below about -30%; further: on the % scale 0 is the no-effect control and ±100 the full control effect
#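 Activity here indicates interference with the coupling reaction, not aldolase inhibition. Compounds at 57.5 uM final met coupling enzymes for 10 min at RT; substrate and AmpLite Red detection followed, with a 525/598 nm fluorescence read after 20 min.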
# GALK inh: blocks human galactokinase activity; actives 0.007% (n = 270,000); Purified GALK, Kinase-Glo residual ATP luminescence; P51570; Potency, µM (series often up to 57.5 µM), without a hit: top-dose activity change, negative = inhibition, most hits filed as inhibitors; AID 1868; further: potency means the concentration at half of the fitted maximal effect; on the % scale 0 is the no-effect control and ±100 the full control effect
#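 Galactose (100 uM) and ATP (35 uM) were turned over by 5 nM GALK for 1 h at RT. Kinase-Glo Plus then converted the remaining ATP into a luminescent signal.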
# S-ASM inh: blocks human secretory acid sphingomyelinase; P17405; placental ASM, HMU-PC fluorogenic substrate, 60 min; Potency, µM (series often up to 57.5 µM), for inactives: top-dose activity change, negative = inhibition, most hits filed as inhibitors; actives 0.006% (n = 340,000); further: potency means the concentration at half of the fitted maximal effect
#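 Human placenta-derived ASM enzyme was preincubated with compound for 10 minutes at room temperature, then given fluorogenic substrate HMU-PC0 (9 uM final) for 60 minutes at 37 °C; a pH 10 stop preceded fluorescence reading at Ex 386/Em 447 nm.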
# B2AR arrestin: beta2AR (human) beta-arrestin recruitment activity; Potency, µM (titrated, usually from 46.1 µM), for inactives: at the highest dose activation, most hits filed as activators; AID 492947; beta-arrestin recruitment to beta2AR, cell-based reporter; actives 0.02% (n = 330,000); P07550;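 further: potency means the concentration at half of the fitted maximal effect; 0% = DMSO controls and full agonism = EC100 isoproterenol or metaproterenol; nearly all actives have a fitted effect of over 65% in size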
# Target sequence (P07550 whole entry, looked up): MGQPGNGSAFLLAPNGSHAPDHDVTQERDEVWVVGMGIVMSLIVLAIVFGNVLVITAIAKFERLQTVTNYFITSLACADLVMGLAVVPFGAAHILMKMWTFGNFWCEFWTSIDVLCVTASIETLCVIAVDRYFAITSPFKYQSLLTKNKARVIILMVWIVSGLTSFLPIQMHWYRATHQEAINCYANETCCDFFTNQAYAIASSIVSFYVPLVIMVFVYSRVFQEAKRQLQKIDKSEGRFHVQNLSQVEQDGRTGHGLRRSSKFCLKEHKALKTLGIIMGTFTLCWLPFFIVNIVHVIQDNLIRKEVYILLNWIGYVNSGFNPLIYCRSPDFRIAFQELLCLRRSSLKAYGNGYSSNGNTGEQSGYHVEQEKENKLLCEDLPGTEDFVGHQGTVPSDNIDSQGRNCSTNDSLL
# Tb PFK inh: blocks T. brucei phosphofructokinase | actives 0.17% (n = 330,000) | AID 485367 | T. brucei PFK, ADP-Glo luminescence | Potency, µM (doses to about 57.5 µM), for inactives: at the top dose activity, negative = inhibition, hits mostly inhibitors | O15648;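 further: potency means the concentration at half of the fitted maximal effect; 0% = uninhibited 1x PFK enzyme wells and -100% = no-enzyme wells; nearly all actives have a fitted effect of over 60% in size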
#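 Compounds were pin-transferred as a titration series up to 57 uM into substrate buffer (0.5 mM F6P, 0.1 mM ATP, pH 8.0), then 1.25 nM PFK was added and reactions ran 45 min before ADP-Glo detection.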
# BCR signal inh: chronic active BCR signaling inhibition; ABC-DLBCL IkBa-CBG/CBR reporter, luminescence ratio, 4 h; Potency, µM (highest dose often 46.1 µM), for the others: at the top dose ratio change, negative = lower green/red ratio, actives largely listed as inhibitors; actives 0.05% (n = 340,000); AID 493014; active means well fitted inhibition curve with a large enough effect in the signal ratio, with a control signal flat, not every such curve was filed as active; inconclusive means small, poorly fitted or top-dose-only effect, or effect the other way, or a change in a side signal; the % refers to the signal ratio;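 further: potency means the concentration at half of the fitted maximal effect; plate controls were basal doxycycline-induced cells for no effect and cells given 10 µM MG132 for full effect; MG132 reads +100%, hits lower the ratio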
#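 Concentration-response series (up to 46 uM) were applied to TMD8 dual-reporter cells for 4 h at 37C with doxycycline. Green/red ratio, after filter-overlap correction, defined %Activity; red signal alone was normalised to basal cells and zero luminescence.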
# Menin MLL FP TR: inhibitors of human menin-MLL interaction, mutant MLL peptide. O00255. Menin + Texas Red MLL mutant peptide, fluorescence polarization. Potency, µM (highest dose often 61.6 µM), inactives show at the top dose FP activity change, negative = inhibition, hits mostly inhibitors. actives 0.23% (n = 270,000). AID 1768; active means well fitted inhibition curve with a large enough effect in the polarisation, with a control signal flat, not every such curve was filed as active; inconclusive means small, poorly fitted or top-dose-only effect, or effect the other way, or a change in a side signal; inactive means no such curve, though single readings can be large or run the other way; the % refers to the polarisation; further: potency means the concentration at half of the fitted maximal effect; % of control where 0% means no effect; many of its hits are not listed in these tables
# PKM2 act: activators of human pyruvate kinase M2. P14618. purified PKM2, Kinase-Glo ATP luminescence, activation; response scale: 0% is enzyme alone, no compound. Potency, µM (top dose mostly 57.5 µM), for the others: at the highest dose activation, actives largely listed as activators. actives 0.34% (n = 260,000). AID 1631; further: potency means the concentration at half of the fitted maximal effect; on the % scale 0 is the no-effect control and ±100 the full control effect; nearly all actives have a fitted effect of over 55% in size
#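 Purified hPK-M2 (>95% pure) converted ADP (0.1 mM final) to ATP with 0.5 mM PEP in 50 mM imidazole pH7.2, KCl, MgCl2, Tween 20, BSA; 1 h at room temperature. ATP detected by Kinase-Glo luminescence.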
# Integrin act MD: activates integrin-mediated alleviation for muscular dystrophy | alpha7betagal myoblasts, beta-gal FDG fluorescence, 48 h | Potency, µM (series often up to 38.3 µM), inactives show top-dose activation, hits mostly activators | actives 0.064% (n = 350,000) | AID 624291;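 further: potency means the concentration at half of the fitted maximal effect; 100% = response of the positive control SU9516; nearly all actives have a fitted effect of over 60% in size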
#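 alpha7betagal+/- myoblasts (passage 13, 250/well) treated 48 h at 37C with compounds at 1:260 dilution of DMSO stock. Lysed, then beta-galactosidase activity read as FDG fluorescence (ex 480/em 540) after 30 min, with pre-read for autofluorescence.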
# The depositor's hits bear a star; u = inconclusive; x = not tested or not shown; [ ] = another dose, or the depositor's remark. Unless noted, the call rests on the fitted dose curve; in most records, active means well fitted curve in the direction sought with a large enough effect; inconclusive means small, poorly fitted or top-dose-only effect, or another doubt; inactive means no such curve, though single readings can be large; an effect the other way counts as inactive or inconclusive.
compound | PTAP TSG101 blk | Giardia kill | Coupling enz | GALK inh | S-ASM inh | B2AR arrestin | Tb PFK inh | BCR signal inh | Menin MLL FP TR | PKM2 act | Integrin act MD
CCc1nn2c(=O)cc(CSCC(=O)Nc3ccccc3Cl)nc2s1 | -1% | -6 | x | 5% | 0% | 0.0% | 4% | -1% | x | x | 12%
CCOc1cc(-c2nc(C)c(C(C)=O)n2O)ccc1OCC(=O)Nc1ccccc1 | -6% | 6 | 0 | -2% | -4% | 0.2% | -5% | 19% | 2% | 6% | u
O=C(Cn1c(C(F)(F)F)nc2ccccc21)c1ccc(Br)cc1 | -4% | -4 | 0 | x | -9% | 0.2% | -4% | 4% | 37%[activator] | 16% | 14%
C[C@H](CO)N1C[C@H](C)[C@@H](CN(C)C(=O)Nc2ccc3c(c2)OCO3)Oc2ccc(NC(=O)Nc3ccc(C(F)(F)F)cc3)cc2C1=O | -3% | 3 | x | x | u | 0.1% | 8% | 0% | x | x | 7%
Cc1ccc(C(=O)NNc2cc(N3CCCC3)nc(N3CCCC3)n2)cc1 | -11% | 24 | -10 | -3% | -8% | 0.4% | -7% | 8% | x | -1% | 3%
Cc1cccc(C)c1OCc1cc(C(=O)N2CCN(Cc3nccn3C)CC2)no1 | -1% | -20 | 2 | -1% | 0% | -0.8% | 0% | u | -1% | 3% | -45%
O=C(Nc1cccnc1)c1cccc(S(=O)(=O)Nc2cccc(Cl)c2)c1 | -6% | 32[activator] | x | x | -11% | -0.3% | -2% | 0% | x | x | 7%
COc1ccc([C@H]2CC(=O)C=C(c3cc(Cl)cc(Cl)c3)C2)cc1 | -12% | -4 | x | x | -4% | -0.1% | 0% | 4% | x | x | 14%
Fc1ccc(C2Nc3cccc4cccc(c34)N2)cc1 | -2% | -1 | -8 | 0% | -5% | -0.1% | -1% | u | u | x | 17%
CS(=O)(=O)N1CCCC(C(=O)NCCCN2CCC(Cc3ccccc3)CC2)C1 (stereo unspecified) | -3% | 8 | 2 | 1% | -1% | -0.5% | 7% | -1% | 5% | -6% | -23%
Oc1ccc(CN2CCCc3ccccc32)c2cccnc12 | -1% | 11 | -3 | 1% | 2% | 0.2% | -3% | 8% | 4% | 1% | -21%
COc1ccc(CNCC(O)(c2ccc(F)cc2)c2ccc(F)cc2)cc1OC | 0% | -24 | 2 | 3% | 1% | -0.1% | 10% | -11% | -18% | x | -38%
Cc1ccc(-c2ccc(CCC(=O)O)n2CC2CCCO2)cc1 (stereo unspecified) | -4% | 2 | 8 | x | 331%[activator] | 3.0% | 2% | 15% | 1% | 7% | 11%
COc1cccc2cc(CC(=O)c3ccccc3)c(=O)oc12 | -2% | 16 | -2 | -1% | -1% | 0.0% | 7% | u | u | x | 58%
COc1ccccc1-c1noc(CCCC(=O)NC2CCCC2)n1 | -10% | -1 | -2 | -1% | 1% | 0.7% | -2% | -9% | -1% | x | -10%
COc1ccc(C[C@H]2CN3C(=NC[C@H]3Cc3ccccc3)N2CCNC(=O)c2ccc(C)c(Br)c2)cc1 | 2% | 0 | 1 | 4% | -17% | 0.4% | -8% | u | x | -3% | -45%
COc1ccc(CC(=O)NC2=NCCS2)cc1 | -2% | -3 | 1 | -6% | 2% | 0.1% | -3% | -1% | 2% | 0% | -8%
CCCCN1C(=O)C(=O)N(CC(=O)NC2CCCc3ccccc32)C1=O (stereo unspecified) | 1% | -4 | 0 | 13% | 9% | -0.2% | -4% | 2% | -5% | 10% | -5%
Cc1ccc(CNC(=O)C2CCCN(C(=O)N(C)C)C2)cc1 (stereo unspecified) | 1% | -11 | -2 | 0% | 3% | 0.2% | -2% | 13% | -11% | 2% | -13%
CC(=O)N1N=C(c2ccc(C)c([N+](=O)[O-])c2)OC1(C)C | -6% | 1 | 4 | -3% | -8% | 0.6% | 0% | -3% | x | 0% | 2%
COc1ccc(Cl)cc1NC(=S)NCc1cccs1 | -9% | -11 | -3 | 3% | 1% | -0.5% | -16% | u | u | 9% | -19%
O=C1CC(c2ccc(F)cc2)Sc2nc(C34CC5CC(CC(C5)C3)C4)nn21 (stereo unspecified) | 0% | 1 | 2 | 0% | 3% | -0.3% | -1% | u | 2% | 10% | 37%
NC(=O)c1nsc(C(=O)N(c2cccc(F)c2)C(C(=O)NC2CCCC2)c2ccc(O)cc2)c1N (stereo unspecified) | 2% | -6 | 0 | -3% | 348%[activator] | -0.2% | -1% | u | 49%[activator] | 2% | 2%
O=C(NC1CCCC1)C(c1ccco1)N(Cc1ccccc1)C(=O)c1csnn1 (stereo unspecified) | -6% | -19 | -1 | 1% | 1% | -2.0% | -7% | -3% | 14% | 4% | -3%
CC(C)Oc1ccc(/C(O)=C2/C(=O)C(=O)N(CCN(C)C)C2c2cccs2)cc1 (stereo unspecified) | 2% | -8 | -3 | 3% | 0% | -1.3% | 0% | u | -6% | -6% | 12%

# New compounds follow.
compound | PTAP TSG101 blk | Giardia kill | Coupling enz | GALK inh | S-ASM inh | B2AR arrestin | Tb PFK inh | BCR signal inh | Menin MLL FP TR | PKM2 act | Integrin act MD
COc1ccc(C2CC(=O)C(C=NCCN3CCN(C(=S)Nc4ccccc4)CC3)=C(O)C2)cc1OC (stereo unspecified) | -2% | u | 2 | 0% | -2% | 2.7% | -7% | 2% | -2% | -6% | 3%
O=C(CCNS(=O)(=O)c1ccc(Br)s1)NCc1ccccc1Cl | 1% | -14 | 2 | 1% | -2% | -1.2% | -7% | -4% | 9% | 0% | -32%
COc1ccc(NC(=O)CCCC2=NS(=O)(=O)c3ccccc3N2)cc1 | 0% | -13 | 6 | x | 4% | 5.4% | -2% | -1% | 0% | -1% | 0%
O=C(OCN1C(=O)c2ccccc2C1=O)C1CCCCC1 | -3% | -13 | 6 | 1% | -5% | -1.7% | -5% | 1% | -12% | -5% | 7%
O=C(c1ccco1)N(Cc1cccs1)C1CCS(=O)(=O)C1 (stereo unspecified) | -1% | 2 | 2 | 1% | 0% | -0.2% | -8% | u | 13% | -8% | 4%
COc1ccc(-n2ccn(CC(=O)Nc3ccc(OC)cc3OC)c(=O)c2=O)cc1 | -7% | -4 | 0 | -1% | 3% | 2.9% | 9% | 17% | 1% | x | u
COc1ccc(NC(=O)Nc2ccc3nccnc3c2)cc1 | -2% | -25 | -6 | -4% | -2% | -0.2% | -10% | -5% | u | -5% | 12%
Cc1cccc(C(=O)Nc2cccc(-c3cnc4ccccc4n3)c2)c1 | 0% | -5 | 2 | 0% | -3% | -0.4% | -5% | 0% | u | -5% | 14%[7.66 µM]
COc1cc(NC(=O)CSc2nnc3n2C(C)(C)Cc2ccccc2-3)cc(OC)c1 | -6% | -4 | -2 | -2% | 0% | 0.2% | 2% | u | -26% | -1% | -12%
CCOc1cc(S(=O)(=O)NC2CCCC2)ccc1Cl | -6% | 4 | -2 | -1% | -2% | -0.7% | 1% | 0% | 1% | 3% | 0%
COc1ccc(S(=O)(=O)N(C)C[C@H]2Oc3ccc(NC(=O)NC(C)C)cc3C(=O)N([C@H](C)CO)C[C@@H]2C)cc1 | -4% | -6 | x | x | 3% | -0.8% | 0% | 0% | x | x | -1%
c1ccc2c(c1)OCCOCCOCCO2 | -5% | 16 | 2 | 7% | 0% | -0.2% | 0% | 0% | -8% | -2% | -7%
C#CC(CC)(CC)NC(=S)Nc1ccc(S(N)(=O)=O)cc1 | 0% | 8 | 2 | 0% | 0% | -2.0% | -1% | -1% | 4% | 0% | 5%
CN(C)CCN(Cc1ccccc1)c1ccnc(N(C)C)c1C#N | 0% | -2 | -1 | 1% | -2% | -0.1% | 0% | -1% | -7% | -1% | 2%

# Only part of the results is shown, so the mix of outcomes need not match the whole.
